# CRFR2-BP ag: agonists of human CRF-binding protein/CRF-R2 receptor complex. HEK293 CRF-R2/CRF-BP, calcium dye fluorescence (FLIPR); percent of saturating CRF peptide response. activation, % at 13.2 µM. actives 0.46% (n = 350,000). AID 588473;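 active = activation of at least 50%, plus an integration ratio under a set limit after plate pattern correction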;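 note: plate controls were neutral control wells without compound for no effect and CRF at EC100 for full effect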
# M5 PAM: positive allosteric modulators of human muscarinic M5 receptor. P08912. CHO-K1 hM5, Fluo-8 calcium, ACh EC20 PAM; 0% = ACh EC20, 100% = ACh EC100. activation, % at 3 µM. actives 0.3% (n = 360,000). AID 624038;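 active = activation above the run cutoff, the mean activation of all test compounds plus 3 SD, cut at about 18% in these data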
# Target sequence (P08912 whole entry, looked up): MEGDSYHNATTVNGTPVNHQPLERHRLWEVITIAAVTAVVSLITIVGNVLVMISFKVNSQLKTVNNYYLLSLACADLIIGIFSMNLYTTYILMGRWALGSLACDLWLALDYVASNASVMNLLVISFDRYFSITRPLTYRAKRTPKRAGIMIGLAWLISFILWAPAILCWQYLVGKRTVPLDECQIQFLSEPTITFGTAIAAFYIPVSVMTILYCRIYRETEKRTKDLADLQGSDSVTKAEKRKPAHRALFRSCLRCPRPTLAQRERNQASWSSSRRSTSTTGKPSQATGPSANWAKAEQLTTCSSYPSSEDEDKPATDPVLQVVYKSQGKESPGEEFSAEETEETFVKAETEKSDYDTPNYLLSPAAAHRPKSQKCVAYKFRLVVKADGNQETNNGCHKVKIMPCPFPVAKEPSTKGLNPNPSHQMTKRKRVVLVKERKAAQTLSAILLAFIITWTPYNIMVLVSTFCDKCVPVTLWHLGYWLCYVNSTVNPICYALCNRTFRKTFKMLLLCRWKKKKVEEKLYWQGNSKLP
#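 system = human M5 receptor in CHO-K1 cells | compound = one concentration, 3 µM final (nominal) | schedule = Post-acetylcholine fluorescence recording 140 s | signal = Fluo-8 calcium dye fluorescence, kinetic read | benchmarks = low control EC20 acetylcholine (0%), high control EC100 acetylcholine (100%) | repeats = singlicate, one well per test compound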
# M4 ag: agonists of human muscarinic M4 receptor (CHRM4); CHO-K1 hM4/Gqi5, Fluo-8 calcium fluorescence; vehicle 0%, full acetylcholine response 100%; actives 0.14% (n = 360,000); activation, % at 3 µM; P08173;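 active = activation above the run mean over all test wells plus 3 SD, cut at about 32% in these data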;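 note: peak over basal fluorescence ratio per well then scaled between controls; 0% = DMSO wells and 100% = acetylcholine at EC100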
# Target sequence (P08173 whole entry, looked up): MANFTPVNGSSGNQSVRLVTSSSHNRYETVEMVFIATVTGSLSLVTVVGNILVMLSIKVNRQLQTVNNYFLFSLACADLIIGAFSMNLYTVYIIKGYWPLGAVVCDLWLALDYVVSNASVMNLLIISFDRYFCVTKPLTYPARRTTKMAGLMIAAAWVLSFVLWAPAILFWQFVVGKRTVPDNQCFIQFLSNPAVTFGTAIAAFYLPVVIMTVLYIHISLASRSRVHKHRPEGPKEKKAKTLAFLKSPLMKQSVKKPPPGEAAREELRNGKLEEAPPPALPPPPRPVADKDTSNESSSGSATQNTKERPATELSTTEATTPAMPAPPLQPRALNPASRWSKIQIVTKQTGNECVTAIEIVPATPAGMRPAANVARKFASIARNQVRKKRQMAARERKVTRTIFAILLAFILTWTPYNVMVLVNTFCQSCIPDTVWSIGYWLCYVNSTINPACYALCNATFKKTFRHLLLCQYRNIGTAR
# CHRM5 agonist: CHRM5 agonism in calcium assay. P08912. CHO-K1 hM5 cells, Fluo-8 calcium fluorescence; 0% DMSO wells, 100% maximal acetylcholine response. activation, % at 3 µM. actives 0.19% (n = 360,000). AID 624037;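 active = activation above the run's mean over test compounds plus 3 SD, cut at about 23% in these data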;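 note: signal is peak over basal fluorescence ratio across the kinetic read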
# M1 PAM: positive allosteric modulators of human M1 muscarinic receptor | actives 0.088% (n = 360,000) | P11229 | activation, % at 3 µM | AID 588819 | CHO-K1 hM1, Fluo-8 calcium fluorescence, ACh EC20; 0% = ACh EC20, 100% = maximal ACh; in the data active = activation above about 19%, passing the limit was not always enough
# M4 PAM: positive allosteric modulators of human muscarinic M4 receptor; P08173; CHO-K1 hM4/Gqi5, Fluo-8 calcium fluorescence, ACh EC20; 0% = ACh EC20, 100% = maximal ACh; activation, % at 3 µM; actives 0.4% (n = 360,000);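 active = activation above its plate's cutoff, the mean activation of sample wells plus 3 SD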; note: some results filed as inactive read as strong as hits
# CRFR2-BP antag: CRF-BP/CRF-R2 complex antagonism; HEK293 CRF-R2/CRF-BP, CRF-induced calcium fluorescence; inhibition, % at 11.8 µM; actives 0.59% (n = 350,000);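 active = inhibition of the ligand-induced calcium signal above about 50% at the single tested concentration, limit read from the data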
# M4 antag: blocks acetylcholine activation of human M4 receptor; AID 624125; inhibition, % at 3 µM; CHO-hM4 cells, ACh EC80, Fluo-8 calcium fluorescence; P08173; actives 0.73% (n = 360,000);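 active = inhibition above its plate's cutoff, the mean inhibition of sample wells plus 3 SD, cut at about 27% in these data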;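 note: 0% = acetylcholine EC80 with DMSO and 100% = DMSO without agonist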
# CHRM5 antagonist: CHRM5 antagonism in calcium assay; P08912; inhibition, % at 3 µM; AID 624040; CHO-hM5 cells, Fluo-8 calcium fluorescence, ACh EC80; actives 0.59% (n = 360,000);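 active = inhibition above a per-plate cutoff, the mean of that plate's test compounds plus 3 SD, cut at about 27% in these data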;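 note: 0% = acetylcholine EC80 with DMSO and 100% = DMSO without agonist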
# Numbers without * were called inactive; / = no result given.
SMILES,CRFR2-BP ag,M5 PAM,M4 ag,CHRM5 agonist,M1 PAM,M4 PAM,CRFR2-BP antag,M4 antag,CHRM5 antagonist
CCOc1ncccc1C(=O)OCC(=O)c1ccc(C)c(C)c1,0.2,7,2,2,9,2,-5,-3,-2
CCC(C)(C)NC(=O)CN(C(=O)c1snc(C(N)=O)c1N)c1ccc(OC)c(OC)c1,-0.6,2,2,1,2,7,9,3,5
O=C(NCC(=O)N1CCCCCCC1)c1ccc(Cl)cc1,-1.4,9,2,2,16,11,-8,-10,-7
COC(=O)CN1C(c2ccccc2)=Nc2ccc(Cl)cc2C1c1ccccc1 (stereo unspecified),0.7,-5,1,-4,-2,-4,13,11,0
COc1ccc(Br)cc1/C=N/NC(=O)CNC(=O)C1COc2ccccc2O1 (stereo unspecified),-0.2,-3,18,1,-5,2,-18,8,-8
O=C(COC(=O)CNC(=O)c1ccccc1F)Nc1cccc(S(=O)(=O)N2CCCCCC2)c1,-1.3,-5,9,-1,0,-7,-6,-2,1
CC/C(=N\NC(=O)c1nnn(-c2nonc2N)c1-c1cccc(OC)c1)c1ccc(C)cc1,1.9,-2,5,1,9,7,-40,-14,9
CCOCCCNC(=O)c1cn(CC)c2ccc(S(=O)(=O)N3CCOCC3)cc2c1=O,-1.3,-1,1,-6,11,3,-6,10,5
Cc1c(N=NC2=C(O)CCCC2=O)c(=O)n(-c2ccccc2)n1C,-0.7,-6,1,-4,-3,1,19,3,4
CCN(CC)C(=O)[C@H]1CC(CC(=O)NC(C)(C)C)C(=O)N2CCc3c([nH]c4ccc(OC)cc34)[C@]12C (stereo partly specified),-2.8,1,-1,1,9,-1,1,0,0
O=C(O)C1C2C=CC(C2)C1C(=O)NCc1cccs1 (stereo unspecified),-0.3,-1,1,-2,11,-2,-14,-4,-2
CC(=O)NC(Cc1cccc(F)c1)C(=O)NC1CCN(c2nnnn2-c2ccccc2)CC1 (stereo unspecified),-0.7,3,1,-1,-4,0,-2,-4,-9
CCNCCNc1ccc(Cl)cc1[N+](=O)[O-],-1.3,-13,1,-13,-8,-5,15,2,2
Cn1c(SCC(=O)Nc2cccnc2)nnc1-c1ccccc1F,0.7,5,4,4,14,4,0,-2,-4
Cc1cc2nc(C(C)(C)C)c(Cc3cccc(F)c3)n2c(C)c1Br,/,0,1,-4,1,-11,/,-9,-2
c1ccc(-n2ncc(-c3nn[nH]n3)n2)cc1,-2.8,2,/,-5,1,9,46,-8,-5
Cc1nc2ccc(NC(=O)NC(=O)c3c(Cl)cccc3Cl)cc2o1,-0.1,-7,1,-9,2,-7,10,-5,6
O=c1[nH]c2ccc(N/C(=N/S(=O)(=O)c3ccccc3)c3ccccc3)cc2[nH]1,-0.9,-6,0,-2,7,7,13,7,6
COc1ccc(N(CC(=O)NC2CCCC2)S(=O)(=O)c2ccc(NC(C)=O)cc2)cc1,-0.8,-4,5,-1,4,0,12,-10,9
CCOP(=O)(OCC)c1nc(-c2ccccc2)oc1N1CCCCC1,-1.7,-8,20,-1,-6,-3,0,-1,22
CC(C)(C)c1ccc(-n2ncc3c2CCCC3NC(=O)CCC2=NNC(=O)CC2)cc1 (stereo unspecified),0.1,2,0,-1,9,8,-5,-5,1
COC(=O)c1ccc(CSc2nnc(C)s2)cc1,0.2,2,0,-5,5,6,15,-8,5
CCOc1cc(S(=O)(=O)N2CCN(CC)CC2)ccc1Cl,-1.5,1,0,-8,-2,6,-12,-4,-9
CCC(=O)Nc1cccc(NC(=O)c2cccnc2)c1,-0.1,-1,1,-2,6,4,9,4,-3
Cc1cc(C(=O)OCC(=O)N2CC(C)OC(C)C2)c2ccccc2n1 (stereo unspecified),-0.9,1,1,1,7,6,16,-15,2

# Reprinted from the part before: 3 compounds, then new ones.
SMILES,CRFR2-BP ag,M5 PAM,M4 ag,CHRM5 agonist,M1 PAM,M4 PAM,CRFR2-BP antag,M4 antag,CHRM5 antagonist
CCOc1cc(S(=O)(=O)N2CCN(CC)CC2)ccc1Cl,-1.5,1,0,-8,-2,6,-12,-4,-9
CCC(=O)Nc1cccc(NC(=O)c2cccnc2)c1,-0.1,-1,1,-2,6,4,9,4,-3
Cc1cc(C(=O)OCC(=O)N2CC(C)OC(C)C2)c2ccccc2n1 (stereo unspecified),-0.9,1,1,1,7,6,16,-15,2
O=C(NC(=S)NCC1CCCO1)C(c1ccccc1)c1ccccc1 (stereo unspecified),2.5,0,-2,-6,1,13,55*,-1,-2
COC(=O)c1[nH]c2ccccc2c1NC(=O)Oc1ccccc1,-1.1,-3,0,-1,-4,2,9,-9,-3
COc1ccc(C(=O)CSc2nc3ccc([N+](=O)[O-])cc3[nH]2)cc1,-1.4,-19,15,6,-14,-14,-26,1,11
COc1ccc(C(=O)NC(=S)Nc2ccc(N3CCOCC3)cc2)cc1Cl,0.8,1,6,-1,0,-3,-18,-10,-1
COCCNc1nc(NCCCN2CCCC2=O)c2sccc2n1,/,-2,1,-1,-2,-3,/,0,6
O=C(N/N=C/c1ccccc1C(=O)O)c1ccncc1,0.6,5,0,0,18,4,-1,-3,4
Cc1cccn2c(=O)c3cc(C(=O)NC4CCS(=O)(=O)C4)n(Cc4ccccc4)c3nc12 (stereo unspecified),0.1,-4,2,-6,-1,-6,0,-2,7
COc1ccc(NC(=O)CCN2C(=O)c3cccc([N+](=O)[O-])c3C2=O)cc1,2.7,2,1,0,13,3,5,7,-2
COc1ccc(C(=O)N/N=C(\C)CC(=O)Nc2ccc3c(c2)OCO3)cc1,-0.8,3,1,1,5,-6,-7,0,6
CC(=O)NN1C(=O)c2ccccc2NC1c1ccc(N(C)C)cc1 (stereo unspecified),3.8,2,1,-1,22,2,-2,-6,-2
COc1ccccc1N1CCN(C(=O)c2ccccc2N(C)S(=O)(=O)c2ccc(C)cc2)CC1,-0.9,-10,12,-4,-3,-5,-8,-5,3
O=C(COC(=O)/C=C/c1ccc(Cl)cc1)NC1CCCCCC1,0.7,10,0,1,4,4,7,-3,-3
Cc1ccc(SC[C@H](C)CN2CC[C@H](C)CCC2=O)cc1,-2.0,0,0,-3,3,-4,4,5,10
CN(C)CCCCOc1ccc(Br)cc1Cl,-1.1,0,4,-10,2,4,8,-3,4
C#CCSc1nsc(SCC#C)c1C#N,-1.5,-15,5,-7,-27,-15,13,7,-1
COc1cc(NC(=O)c2ncn[nH]2)cc(OC)c1OC,-1.3,-7,1,-2,-11,2,5,5,2
OC(COc1ccccc1)CN1CCN(C(c2ccccc2)c2ccccc2)CC1 (stereo unspecified),-0.2,-32,-1,-25,-24,-13,-19,17,17
CCN1CCN(c2cc(=O)n(Cc3ccc(F)cc3)c(=O)[nH]2)CC1,0.7,7,2,-1,7,12,3,-17,-9
CCN(CC)S(=O)(=O)c1ccc(N2CCOCC2)c(NC(=O)COc2ccc(Cl)cc2)c1,0.9,8,0,4,16,5,15,-1,-3
CCn1nccc1C(=O)Nc1ccc(Cl)cn1,0.2,-6,0,-2,0,6,7,-16,9
Cc1ccc(O)c(NC(=O)CSc2n[nH]c(-c3ccccc3)n2)c1,0.4,-12,14,2,-6,-3,-4,7,11
O=C(CCc1ccccc1)N1CCN(c2ccc(Cl)cc2)CC1,0.2,0,2,1,6,1,9,7,8
O=C(CN(CCc1ccccc1)C(=O)CNS(=O)(=O)c1ccccc1)NCC1CCCO1 (stereo unspecified),-2.0,-4,1,-3,8,8,31,0,-20
CSc1nsc(/C=C/Nc2ccc(Cl)cc2)c1C#N,7.1,-2,1,0,0,2,23,10,1
CCOC(=O)c1cn(Cc2ccc(Cl)cc2Cl)c2cc(C)nn2c1=O,-0.2,-10,0,-2,16,-6,8,-1,20

# Carrying on.
SMILES,CRFR2-BP ag,M5 PAM,M4 ag,CHRM5 agonist,M1 PAM,M4 PAM,CRFR2-BP antag,M4 antag,CHRM5 antagonist
CC(C)=CCN1CCN(Cc2ccc3nsnc3c2)CC1CCO (stereo unspecified),3.7,-4,2,-3,4,-1,-3,2,6
CC1(C)CC(=O)c2cc3c(nc2C1)CC(C)(C)CC3=O,1.0,-6,1,-1,14,1,26,-1,2
CCOc1ccc(S(=O)(=O)N2CCN(Cc3ccc4c(c3)OCO4)CC2)cc1Cl,3.3,0,0,-3,-5,-3,0,10,-1
COc1ccc(CN2C(=O)C(CC(=O)NCc3cccc4ccccc34)CC(C(=O)N(C(C)C)C(C)C)=C2C)cc1 (stereo unspecified),/,0,3,-3,-9,12,/,-18,-11
COC(=O)[C@@]12C[C@@H](CC(=O)N3CCC(c4ccccc4)CC3)C(=O)N(Cc3cccc4ccccc34)C1=CCC(C)(C)C2,/,-1,0,0,/,-1,/,4,9
COc1ccc(C(=O)/C=C/C(=O)N(CC(=O)NC2CCCCC2)Cc2ccccc2)c(O)c1,35,6,4,1,2,5,27,-11,-8
Cc1ccc(CS(=O)(=O)CCC(=O)NCc2cccs2)cc1,-3.1,-1,-2,0,14,-5,11,-5,-3
CC(=O)Nc1cc(C(F)(F)F)ccc1Oc1cccc(Br)c1,3.7,-2,-3,-6,6,4,18,-3,-2
Nc1c(C(=O)Nc2ccccc2F)sc2nc(-c3ccco3)ccc12,8.7,-4,3,3,-1,8,-60,-7,1
N#Cc1cc(C(=O)c2cc(Br)ccc2O)cn(Cc2ccccc2)c1=O,0.8,-6,7,5,-5,-7,-11,6,5
COc1ccc(NC(=O)CCN2CCN(S(=O)(=O)c3ccc(F)cc3)CC2)cc1,-1.4,0,2,-1,0,-1,1,10,4
Cc1cccc(N2CC(c3nc4ccccc4n3C)CC2=O)c1C (stereo unspecified),1.5,1,8,3,-5,8,24,-33,-9
O=C(NCCc1ccc(F)cc1)Nc1ccc([N+](=O)[O-])cc1,0.1,-15,11,1,-9,-7,22,16,25
COC(=O)c1c(NC(=O)/C=C/c2ccco2)sc2c1CCC2,-1.6,-2,0,1,2,3,-9,17,5
CC(C)(C)c1ccc(CNC(=O)C2CCCN2C(=O)Nc2ccccc2)cc1 (stereo unspecified),-0.6,-2,4,1,1,0,-8,-1,11
Cc1ccc(S(=O)(=O)NC(=O)C2(C)CCN2C(=O)Cc2ccc(C(C)(C)C)cc2)nc1 (stereo unspecified),/,0,0,0,5,-2,/,2,-1
Cc1ccccc1N/C(=N/S(=O)(=O)c1ccccc1)c1ccc(F)cc1,-6.2,-5,0,-1,6,2,21,-2,6
CC(O)CNc1nc2sc3c(c2c(=O)n1Cc1ccco1)CCCCC3 (stereo unspecified),-3.8,3,3,6,12,-2,-8,8,5
CCCCc1c(C)c(C#N)c2nc3ccccc3n2c1NCCN(C)C,-1.1,-8,2,-3,-4,-15,-15,7,6
Cn1cnnc1SCC(=O)c1cc2ccccc2o1,2.5,-1,1,0,2,-7,-34,1,-4
Cc1ccc(-c2nc(NCc3ccc(F)cc3)n(S(C)(=O)=O)n2)cc1,-2.7,-1,1,-7,10,4,-9,-8,-3
COC(=O)Cc1c(C)c2ccc(OC(=O)c3ccccc3)cc2oc1=O,-1.1,-10,6,0,1,-4,-12,7,3
CC(C)OP(=O)(OC(C)C)C(O)c1cccc([N+](=O)[O-])c1 (stereo unspecified),0.0,5,0,1,7,-10,-7,0,-6

# Quoted from the listing.
# `COC(=O)c1ccc(CSc2nnc(C)s2)cc1` – M5 PAM = 2
# `Cc1c(N=NC2=C(O)CCCC2=O)c(=O)n(-c2ccccc2)n1C` – CHRM5 agonist = -4
